Assay outcomes: PubChem, Sanford-Burnham Center for Chemical Genomics
NLRP3 yeast inh – inhibitors of NALP3 inflammasome in yeast; Yeast reconstituted NLRP3/ASC/caspase-1, beta-gal luminescence, 24 h; inhibition, % at 10 µM; hit rate 0.39% among 330,000; AID 2825;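 active = inhibition of 50% or more; inactive = inhibition below 50%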;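 note: plate controls were induced DMSO wells for no effect and uninduced yeast grown without galactose for full effect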
MPTP inh – permeability transition pore inhibition; isolated mouse mitochondria, Ca2+ swelling absorbance, 30 min; inhibition, % at 10 µM; hit rate 1.4% among 360,000; AID 602449;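 active = inhibition of 50% or more, scaled per plate between neutral and stimulator controls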;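 note: 0% = DMSO wells given calcium and 100% = 1 mM EGTA wells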
APJ ag – agonists of human APJ apelin receptor. AID 2520. P35414. activation, % at 20 µM. hit rate 0.11% among 330,000. CHO-K1 APJ PathHunter beta-arrestin, luminescence; 0% DMSO wells, 100% apelin;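 active = activation more than six SD over the plate average, tested at 20 µM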;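 note: 0% = DMSO alone and 100% = apelin-13 at 10 nM; some results filed as inactive read as strong as hits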
Target sequence (P35414 whole entry, looked up): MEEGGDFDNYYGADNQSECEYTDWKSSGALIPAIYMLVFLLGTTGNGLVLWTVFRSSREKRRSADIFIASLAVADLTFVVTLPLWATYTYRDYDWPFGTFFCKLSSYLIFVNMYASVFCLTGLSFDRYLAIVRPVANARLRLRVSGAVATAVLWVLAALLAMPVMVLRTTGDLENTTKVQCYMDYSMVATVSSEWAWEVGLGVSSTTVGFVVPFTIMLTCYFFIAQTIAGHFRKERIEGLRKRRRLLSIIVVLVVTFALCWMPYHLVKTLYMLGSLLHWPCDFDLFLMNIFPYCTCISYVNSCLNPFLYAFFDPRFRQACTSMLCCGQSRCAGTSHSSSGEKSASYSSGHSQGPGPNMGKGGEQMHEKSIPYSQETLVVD
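assay system = CHO-K1 APJ beta-arrestin complementation cell line | input = cell density 1000 per well | dosing = compound 20 µM once, DMSO 1% | timing = compound 90 min 25 °C, reagent 1 h | measured by = luminescence from split beta-galactosidase complementation, Galacton Star/Emerald II substrate | read-out basis = APJ agonist activity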
APJ antagonist – APJ receptor antagonism | P35414 | CHO-K1 APJ beta-arrestin complementation, luminescence | inhibition, % at 20 µM | hit rate 0.32% among 330,000;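 active = inhibition above about 40% at 20 µM, limit read from the data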;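 note: cells challenged with 10 nM apelin-13 agonist together with compound; plate controls were apelin-13 plus DMSO wells for no effect and DMSO wells lacking apelin-13 for full effect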
NR3A LBD binder – NR3A (human) ligand-binding domain modulation; hit rate 2.5% among 340,000; Tm shift relative to glycine control, % at 25 µM; NR3A LBD differential scanning fluorimetry, Tm shift; 0% = protein alone, 100% = glycine-bound protein;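 active = melting temperature shift of at least 10% of the positive control shift, at one fixed dose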
TIM10 inh – TIM10 yeast growth inhibition; S. cerevisiae TIM10 strain growth, BacTiter-Glo luminescence, 24 h; hit rate 1.4% among 330,000; inhibition, % at 10 µM;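 active = inhibition of 40% or more at the single tested concentration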;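 note: wild-type TIM10 isogenic control strain grown at permissive 25 °C; 0% = DMSO yeast wells and 100% = minimal medium wells without yeast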
tim23-1 inh – tim23-1 yeast growth inhibition; inhibition, % at 20 µM; hit rate 1.3% among 330,000; S. cerevisiae tim23-1 growth, BacTiter-Glo luminescence, 24 h; AID 463212;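 active = growth inhibition of the mutant yeast at or above 50%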;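 note: temperature-sensitive mutant grown at 25 °C; plate controls were DMSO-treated mutant yeast for no effect and medium wells lacking yeast for full effect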
tim10-1 inh – inhibits growth of tim10-1 mutant yeast; hit rate 2.2% among 330,000; S. cerevisiae tim10-1 ts strain growth, BacTiter-Glo, 24 h; AID 463190; inhibition, % at 20 µM;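 active = inhibition of at least 40%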;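 note: mutant grown at 25 °C; 0% = DMSO wells with yeast and 100% = wells holding no yeast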
beta cell repl – MIN6 beta-cell proliferation induction; hit rate 0.29% among 330,000; proliferation, % at 10 µM; MIN6 cells proliferation, ATPlite luminescence, 48 h; cells starved in 0.2% serum; 100% = growth in 10% serum;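 active = compounds whose signal lies at least 3.5 SD above the mean of all wells on their plate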;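 note: 0% = DMSO-treated cells in low-serum medium and 100% = 10% serum control; some compounds called inactive have numbers as strong as hits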
The depositor's hits bear a star.

SMILES | NLRP3 yeast inh | MPTP inh | APJ ag | APJ antagonist | NR3A LBD binder | TIM10 inh | tim23-1 inh | tim10-1 inh | beta cell repl
COc1ccc(CN2CCCC(C(=O)c3cccc(OC(C)C)c3)C2)cc1Cn1cccn1 (centres undefined) | -9 | 6.0 | -2 | 11 | 2 | 15 | -1 | 6 | -2
CSCC[C@H](NC(=O)c1cccc([N+](=O)[O-])c1C)c1nc2ccccc2[nH]1 | 12 | 2.2 | 0 | 4 | -3 | 6 | 9 | 22 | -2
COc1cc(C(=O)Nc2cccc(-c3cn4cccnc4n3)c2)cc(OC)c1OC | -11 | -1.2 | 7 | -14 | 1 | -5 | 2 | 4 | -3
COC(=O)C(C(=O)Nc1cccc(C)n1)C1CCCCCC1 (centres undefined) | 15 | -0.3 | -10 | 0 | 0 | 16 | 7 | 35 | 0
Cc1ccc(N2C(=O)c3ccccc3NC2(C(=O)O)c2ccccc2)cc1Cl (centres undefined) | -3 | 12 | -3 | 16 | -1 | 15 | -1 | 9 | -3
Cc1ccc(C(=O)Nc2ccc(S(=O)(=O)NC3=NCCCCC3)cc2)c(C)c1 | -18 | -1.0 | 0 | 7 | 0 | -8 | -2 | -8 | 0
Cc1csc(N(C(=O)c2cccc(S(=O)(=O)N(C)C)c2)c2ccccc2)n1 | 9 | 0.3 | 5 | 0 | 12* | 29 | 41 | 25 | -1
COc1ccc(C(=O)NC2CCCc3c2cnn3-c2cc(F)cc(F)c2)c(OC)n1 (centres undefined) | 16 | 0.4 | 1 | -34 | -1 | 13 | 12 | 18 | -5
CCOC(=O)c1cc(C(C)(C)C)n(CCCN2CCOCC2)c1C | 8 | 0.5 | -3 | 11 | 2 | 1 | 12 | 11 | 0
O=C(c1cccc(Cl)c1)N1CCC(C(=O)N2CCN(Cc3ccccc3)CC2)CC1 | -1 | 0.7 | 7 | 18 | 0 | 4 | 2 | -13 | 2
CCCCCCC(=O)Nc1nc(C)c(-c2csc(Nc3cccc(OC)c3)n2)s1 | 1 | 0.7 | -5 | 15 | 4 | 7 | 18 | 15 | -5
Cc1ccc(NC(=O)c2cnn(-c3ccccc3)c2C)cc1 | 28 | 0.3 | 4 | -2 | 0 | -13 | 10 | -11 | -3
COc1ccccc1CNC(=O)c1cnc2ccccn2c1=O | 22 | -3.4 | -3 | -70 | 3 | -19 | 2 | -1 | -3
CC1CCCN(C(=O)CCCC(=O)N2CCCC(C)C2)C1 (centres undefined) | 22 | -3.0 | -2 | 8 | 4 | 1 | 12 | -16 | 0
COc1cnc(-c2ccccc2)nc1Oc1ccc(C(C)(C)C)cc1 | 12 | 5.7 | 0 | 10 | 6 | 22 | 14 | 8 | -6
N#CCC(=O)N/N=C/c1ccc(Cl)cc1 | 4 | 0.2 | 0 | 7 | -3 | -11 | 18 | 5 | 0
COc1cccc(OC)c1C(=O)NCCc1ccccc1 | -2 | -0.3 | -3 | -14 | 1 | -33 | 0 | -25 | -1
Cn1c(=O)cc(N)n(-c2ccccc2)c1=O | 9 | 0.2 | -3 | 11 | -2 | 4 | -1 | -2 | 1
COc1cc(CNCc2cc(OC)c(OC)c(OC)c2)cc(OC)c1 | 14 | 1.3 | 0 | 6 | 1 | -1 | 2 | -5 | -1
O=C(NC(=O)N1CCOCC1)c1ccccc1 | 5 | 1.2 | -3 | 13 | -4 | 8 | 5 | -8 | 3
CCCCN(C(=O)c1ccc([N+](=O)[O-])o1)c1c(N)n(CCCC)c(=O)[nH]c1=O | 15 | -0.9 | 3 | -62 | 1 | 4 | -6 | 0 | 4
C/C(=N\NC(=S)NC1CCCCC1)c1ccc(C#N)cc1 | 6 | 3.2 | -1 | 8 | -10 | 28 | 23 | 28 | -1
Fc1cc(F)c(NC(=S)N2CCOCC2)c(F)c1 | 6 | -0.5 | -1 | -32 | 1 | -17 | 5 | 34 | 2
COc1ccccc1CCNS(=O)(=O)c1ccc(C(=O)O)n1C | -5 | 2.4 | 1 | -5 | 0 | 8 | -12 | -8 | 0
O=C1CC(c2cccc(Br)c2)C2=C(COC2=O)N1 (centres undefined) | -2 | 0.9 | -1 | -13 | -2 | 3 | 14 | 10 | 0
CN1/C(=C\C=C2/SC(=S)N(CC(=O)O)C2=O)C(C)(C)c2ccccc21 | 34 | 75* | -11 | 51* | 0 | 29 | 30 | 20 | -6
COc1cc(C2c3[nH]c4ccccc4c3CCN2Cc2cn(C)nc2C)ccc1F (centres undefined) | 11 | -0.9 | -2 | 6 | -1 | -1 | 11 | 15 | 1
O=C(Cn1c(CO)nc2ccccc21)Nc1ccccc1Cl | 14 | -2.8 | -3 | -25 | 0 | -1 | 10 | -2 | -4
Cc1ccc(O)c(NC(=O)c2noc(C(C)C)c2[N+](=O)[O-])c1 | 20 | -0.3 | 0 | -19 | -29 | 30 | 38 | 25 | -4
Cc1ccc(N)cc1-n1c(C)ccc1C | 18 | 1.5 | 0 | 6 | -1 | 9 | -2 | 9 | 0
CCOc1ccc(/C(CCC(=O)O)=N/NC(=S)NC(C)C)cc1 | -5 | -0.9 | -2 | 6 | -1 | -16 | 3 | 8 | 2
COc1ccc(Cc2c(N)nc(C)nc2N)cc1 | -8 | -1.3 | -4 | -12 | 0 | 14 | 12 | 19 | 1
O=C(Nc1ccc(N2CCN(C(=O)c3ccco3)CC2)cc1)c1ccccc1Br | 11 | 0.9 | 0 | -20 | 1 | 11 | 23 | 22 | 0
Clc1ccccc1C1CC(c2ccccc2)Nc2ncnn21 (centres undefined) | 4 | -1.2 | -2 | 15 | -1 | 3 | 21 | 9 | 6
COc1ccccc1Nc1nnc(SCC(=O)NC(=O)Nc2ccc3c(c2)OCCO3)s1 | 4 | 4.5 | 0 | 9 | -6 | -11 | -25 | -5 | -4
N#C/C(=C/c1ccccc1[N+](=O)[O-])c1nnc2n1CCCCC2 | 13 | 0.5 | -2 | -12 | 0 | 6 | 17 | 26 | 0
COc1ccc(S(=O)(=O)N2CCOCC2)cc1NC(=O)CCCOc1ccccc1 | 3 | 0.5 | -1 | 7 | 3 | -10 | 15 | 6 | -3
COc1ccc(NC(=O)CSc2nnc(-c3cnccn3)n2C)cc1OC | 0 | 2.4 | -3 | 18 | -2 | 1 | -3 | 0 | 1
Cc1ccc(OCC(=O)N2N=C(C(F)(F)F)CC2(O)C(C)(C)C)cc1C (centres undefined) | 4 | 79* | -3 | -28 | 0 | 38 | 40 | 25 | -3
O=C(CCn1nc(-c2ccc(Cl)cc2)c2ccccc2c1=O)NN1CCOCC1 | 3 | 1.9 | -4 | 0 | 0 | 16 | 12 | 8 | -2
Cc1cccc(C)c1-n1cccc1/C=C1\SC(=S)N(c2cccc(C(=O)O)c2)C1=O | 29 | 2.9 | -4 | 18 | 1 | 2 | 21 | -54 | -6
Cc1ccc(C(=O)Nc2ccc(N3CCOCC3)nc2N2CCOCC2)cc1 | -5 | 0.3 | 1 | 6 | 1 | 18 | 11 | 14 | -3
CCOc1c(Cl)cc(CNc2nnnn2C)cc1OC | 12 | -0.6 | 0 | -4 | 2 | -3 | -4 | 8 | 2
CCOC(=O)c1c(-c2ccccc2)csc1NC(=O)c1ccc(S(=O)(=O)N2CC(C)OC(C)C2)cc1 (centres undefined) | -4 | 4.4 | -2 | 6 | -1 | -7 | 14 | 24 | -3
CC1(C)CC(=O)C(C(c2ccccc2F)C2C(=O)CC(C)(C)CC2=O)C(=O)C1 | 18 | -1.0 | -4 | 1 | 0 | 6 | 29 | 17 | -3
Cc1ccc2c(c1)CCCN2C(=O)Nc1ccc2c(c1)OCO2 | 16 | -0.3 | -1 | -1 | 2 | 19 | 32 | 30 | -2
CCOc1ccc2nc(/N=C/c3nc(-c4ccc(Br)cc4)oc3O)sc2c1 | 8 | 5.0 | -1 | 2 | -3 | 0 | 17 | 17 | 0
COCCCn1c(SCc2cccc(OC)c2)nc2cc(OC)c(OC)cc2c1=N | -4 | 9.9 | 0 | 22 | -9 | 23 | 31 | 29 | -5
O=C(CCN1C(=O)c2cccc([N+](=O)[O-])c2C1=O)NC1CCCCCC1 | 8 | 0.9 | -2 | -4 | 3 | -3 | 14 | -8 | -2
CCCc1cc(=O)[nH]c(SCC(=O)NCCN2C(=O)CSC2=O)n1 | -10 | 0.7 | 0 | 2 | 1 | 10 | 7 | -10 | -1
CCCCc1ccc(NC(=S)N2CCN(C(=O)c3ccco3)CC2)cc1 | 17 | -0.6 | -6 | 13 | -5 | 25 | 36 | 43* | -5
CCc1cc2c(=O)n(Cc3ccccc3)c(SC3CCOC3=O)nc2s1 (centres undefined) | -1 | 0.1 | -2 | 1 | -4 | -16 | -1 | -8 | 0

Random draw from the library (roughly 7.2% active in at least one column).
